# Source: PubChem (National Center for Advancing Translational Sciences (NCATS))
# ERK EGF block = qHTS Assay for Inhibitors of the ERK Signaling Pathway using a Homogeneous Screening Assay; Stimulation with EGF; 130,000 tested, 0.41% active; HEK293-V1b, EGF-stimulated phospho-ERK AlphaScreen; Potency, µM (highest dose often 11.5 µM), inactives show at the top dose activity change, negative = inhibition, actives largely listed as inhibitors; AID 1454, 2008; active = well fitted inhibition curve with a large enough effect; inconclusive = small, poorly fitted or top-dose-only effect, or effect the other way;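 also: plate controls were stimulated vehicle wells for no effect and unstimulated vehicle basal for full effect; nearly all actives have a fitted effect of over 55% in size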
#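 In this qHTS, HEK293 cells with stable type-1 vasopressin (V1b) receptor were exposed to compound at 37C for 30 min, stimulated 5 min with EGF at 25 nM, lysed, and probed for phospho-ERK by AlphaScreen.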
# Numbers without * were called inactive; u = inconclusive; & = joins results of further samples; [ ] = another dose, or the depositor's remark. Potency is read from the fitted curve at half-maximal effect.
# A first look, 3 compounds:
SMILES,ERK EGF block
CCN(Cc1ccccc1)S(=O)(=O)c1cc(C(=O)NC(C)C2CC3CCC2C3)ccc1OC (configuration not stated),-16.1%
Cc1ccc(OCC(=O)NC(=S)Nc2ccc(Br)cn2)cc1C,-9.2%
COc1ccc(CNc2nc3ccccc3n2C)c(O)c1,-2.9%[57.5 µM]

# Results, from the first entry:
SMILES,ERK EGF block
CCN(Cc1ccccc1)S(=O)(=O)c1cc(C(=O)NC(C)C2CC3CCC2C3)ccc1OC (configuration not stated),-16.1%
Cc1ccc(OCC(=O)NC(=S)Nc2ccc(Br)cn2)cc1C,-9.2%
COc1ccc(CNc2nc3ccccc3n2C)c(O)c1,-2.9%[57.5 µM]
CCOCN(C(=O)Cn1cnc2ccccc21)c1c(C)cccc1CC,11.6%
COc1cccc(OCC(Cn2c(C)nc3ccccc32)OC(C)=O)c1 (configuration not stated),-5.2%
FC(F)(F)c1cnc2c(-c3ccccc3)n[nH]c2c1,3.0%
CCN(c1ccccc1)S(=O)(=O)c1ccc(Cl)c(C(=O)NCC2CCCO2)c1 (configuration not stated),-4.0%[57.5 µM]
O=C1c2cccc(O)c2C(=O)c2c(O)cccc21,u
OC1CCN(c2cc(-c3ccccc3)nc3cc(-c4ccc(F)cc4)nn23)CC1,-15.2%
Cc1ccc(C)c(NCCC#N)c1,-4.0%
COc1cc2c(cc1NC(=S)NC(=O)/C=C/c1ccc(OC)c(OC)c1)oc1ccccc12,-4.7%
O=C(O)CC12C[C@H]3C[C@@H](C1)CC(n1ncc(N4CCN(c5ccccc5)CC4)c(Cl)c1=O)(C3)C2,6.7%
O=c1cc(O)nc[nH]1,-1.1%[57.5 µM]
Cc1c(C#N)c(O)n(CCO)c(=O)c1N=Nc1ccccc1,-14.8%[57.5 µM]
O=C(Oc1ccc(OC(=O)N2CCCCC2)cc1)N1CCCCC1,6.6%
O=C(COc1ccccc1-c1ccccc1)NCc1ccco1,4.3%
Cc1ccc(SCC2(O)CCN(S(=O)(=O)c3ccc(Cl)cc3)CC2)cc1,4.4%
CC1CCc2nc3ccc(S(=O)(=O)N4CCC(C(=O)N5CCCCCC5)CC4)cc3c(C(=O)O)c2C1 (configuration not stated),-9.2%
COc1cccc(CN2CCN(C(=O)c3ccc(-c4ccccc4)cc3)CC2)c1,-5.2%[57.5 µM]
O=C(Nc1ccccc1C(=O)OCC(=O)c1c[nH]c2ccccc12)c1ccco1,4.6%
COc1ccc(N2C(=O)CC(Sc3nnc(-c4ccccc4F)n3C)C2=O)cc1 (configuration not stated),-2.7%
Cc1ccc(C2C(C#N)=C(N)Oc3n[nH]c(-c4cccs4)c32)cc1 (configuration not stated),2.9%
CC(=O)Oc1ccc(C(=O)[C@H]2[C@H]3C(=O)N(c4ccc5ccccc5c4)C(=O)[C@H]3[C@@H]3C=CC=NN32)cc1,6.5%
CCCCn1c(C)csc1=Nc1cccnc1,-1.0%
COC(=O)C1=C(C)NC(C)=C(C(=O)OC)C1C(=O)OC(C)C(=O)c1ccccc1 (configuration not stated),-6.4%
CCOC(=O)Cn1cnc2sc(C(=O)OC)c(C)c2c1=O,-5.5%
O=C1CCCN2N=C(SCC(=O)Nc3nc4ccccc4s3)SC2=N1,-6.1%
CN(Cc1ccccc1)C(=O)c1ccccc1NC(=O)c1ccco1,13.5%
CCOC(=O)/C(=C/Nc1ccc(F)cc1)[N+](=O)[O-],-12.0%[57.5 µM]
O=C(CSc1nc2ccccc2[nH]1)NCC1CCCO1 (configuration not stated),12.0%
NC(=O)c1cc(N)ccc1N1CCCCC1,-11.2%
Cc1cccc(CSc2nc3c(c(=O)n2C)SCC3)c1,3.6%
O=C(O)C1c2ccccc2C(=O)N(Cc2ccc(F)cc2)C1c1ccncc1 (configuration not stated),-7.6%[57.5 µM]
O=C(CSc1ccc2ccccc2n1)Nc1nsc(-c2ccc(Cl)cc2)n1,12.0%
COc1cc(/C=C(/C#N)c2nc3ccccc3c(=O)[nH]2)ccc1O,-3.1%
Nc1nccnc1C(=O)N/N=C/c1ccco1,1.6%[57.5 µM]
O=C(Nc1ccc(-c2ccc3nncn3n2)cc1)C1CCCCC1,u
O=C(/C=C/c1ccccc1)NC1CCS(=O)(=O)C1 (configuration not stated),-3.8%
COC(=O)N/N=C/c1c(C)cc(C)cc1C,6.9%
Cc1oc(CN2CCOCC2)cc1C(=O)O,-2.9%
CC(=O)[C@@H]1[C@@H](C(=O)c2ccc(C)cc2)[C@]2(C(=O)Nc3ccccc32)[C@H]2C=Cc3cc(F)ccc3N12,-6.0%[57.5 µM]
CC(C)NCCOCCOc1ccc(Cl)cc1Br,6.2%
CSc1ccc(/C=C/C(=O)OCC(=O)NC(C)C)cc1,-2.9%
O=C(Cn1nnc(-c2cccs2)n1)NNC(=O)c1ccccc1Cl,-7.8%[57.5 µM]
O=C(NC(=S)NCc1cccnc1)c1ccc([N+](=O)[O-])cc1,-3.2%

# In the list so far, 6 contain a Cl atom.
SMILES,ERK EGF block
CCN(c1ccccc1)S(=O)(=O)c1ccc(Cl)c(C(=O)NCC2CCCO2)c1 (configuration not stated),-4.0%[57.5 µM]
O=C(O)CC12C[C@H]3C[C@@H](C1)CC(n1ncc(N4CCN(c5ccccc5)CC4)c(Cl)c1=O)(C3)C2,6.7%
Cc1ccc(SCC2(O)CCN(S(=O)(=O)c3ccc(Cl)cc3)CC2)cc1,4.4%
O=C(CSc1ccc2ccccc2n1)Nc1nsc(-c2ccc(Cl)cc2)n1,12.0%
CC(C)NCCOCCOc1ccc(Cl)cc1Br,6.2%
O=C(Cn1nnc(-c2cccs2)n1)NNC(=O)c1ccccc1Cl,-7.8%[57.5 µM]

# (further entries)
SMILES,ERK EGF block
COc1cc(OC)c(C(=O)NCCCN2CCOCC2)cc1OC,7.6%
Cc1ccoc1C(=O)N1CCCC(CCC(=O)N2CCN(c3ccccn3)CC2)C1 (configuration not stated),-14.1%
N#C/C(=C\c1c(N2CCCCC2)nc2ccccn2c1=O)S(=O)(=O)c1ccccc1,10.9%[57.5 µM]
COc1ccc(/C=C/C(=O)c2cc(Br)ccc(=O)c2O)cc1,0.8%
O=S(=O)(c1ccc(F)cc1)N1CCN(C(=S)NCc2ccco2)CC1,1.6%
O=C(O)CSCC(=O)N1CCN(S(=O)(=O)c2ccccc2)CC1,-2.8%
N#Cc1ccc(COC(=O)c2ccc(N3CCCC3)c([N+](=O)[O-])c2)cc1,-4.5%
COc1ccc(C(=O)NC(=S)Nc2ccccc2N2CCOCC2)cc1[N+](=O)[O-],-5.9%
CCOc1ccc(N2CC(C(=O)NCc3ccccc3)CC2=O)cc1 (configuration not stated),-1.2%
O=C(O)C1CCCNC1 (configuration not stated),0.1%&1.0%&8.0%
CCOC(=O)N1CCC(N(CCOC)C(=S)Nc2cccc(SC)c2)CC1,-4.1%
Cc1nn(C)cc1/C=N\NC(=O)c1ccc(Cn2cc(Cl)cn2)cc1,3.3%
CSCC[C@H](NC(=O)C1=NN(c2c(F)c(F)cc(F)c2F)C(=O)CC1)c1nc2ccccc2[nH]1,8.4%[57.5 µM]
Nc1ccc(Sc2nc3ccccc3[nH]2)cc1,-4.1%
N#Cc1ccsc1NC(=O)c1ccc(Cl)c([N+](=O)[O-])c1,0.5%[57.5 µM]
Cc1ccc([N+](=O)[O-])c(C)[n+]1C,18.6%
O=c1[nH]cc(C(F)(F)F)cc1NS(=O)(=O)c1ccc([N+](=O)[O-])cc1,2.3%
COc1cc(/C=C2\SC(=S)N(c3cccnc3)C2=O)ccc1O,2.5%[57.5 µM]
COc1cc2c(cc1OC)CN(c1nc(CN3CCCCC3)nc3sc4c(c13)CCCC4)CC2,1.2%
Cc1nc(SCC(=O)Nc2c(C)n(C)n(-c3ccccc3)c2=O)n[nH]1,1.7%
CN(c1ccc(F)cc1)S(=O)(=O)c1ccc(Cl)c(C(=O)Nc2ccc3c(c2)CCC3)c1,6.1%
CCN(CC)S(=O)(=O)c1ccc(C(=O)Nc2cc3oc4ccccc4c3cc2OC)cc1,6.1%
O=C(O)CCCN1C(=O)/C(=C\c2ccc(-c3nc4ccccc4s3)o2)SC1=S,u
CSc1nc(N)c2ncn([C@@H]3O[C@H](COP(=O)(O)OP(=O)(O)O)[C@H](O)[C@H]3O)c2n1,9.2%
Cc1c(C(=O)OC/C(O)=C(\C#N)c2nc3ccccc3[nH]2)oc2ccccc12,u
Cc1ccc(Nc2nnc(SCC(=O)N(C)C3CCS(=O)(=O)C3)s2)cc1 (configuration not stated),-1.7%
O=C(Cn1nnc2ccccc21)N/N=C\c1cccs1,-6.7%
N#CC(C(=O)c1ccccc1Cl)=C1SCCCS1,-14.8%[57.5 µM]
Cc1cccc(/C=N/NC(=O)NC2CCCCC2)c1,21.3%
CC1(C)CC(=O)C2=C(C1)N1C(=C(C#N)C2c2ccc(Cl)cc2)N=C(N)c2ccccc21 (configuration not stated),4.6%
CCCn1c(=S)[nH]c2cc(C(=O)N3CCc4ccccc4C3)ccc2c1=O,0.6%
O=C(Nc1ccc(-c2nc3ccccc3[nH]2)cc1)c1ccccc1NS(=O)(=O)c1ccc(F)cc1,u
COc1ccc(OC)c2c1sc(=NC(=O)C1CCCCC1)n2C,2.6%[57.5 µM]
O=C(O)CCN1C(=O)/C(=C\c2ccncc2)SC1=S,-10.1%
Nc1c(C(=O)Nc2ccccc2)sc2ncc([N+](=O)[O-])cc12,7.7%[57.5 µM]
Cc1cc(N/N=C/c2ccc(Cl)cc2Cl)nc(NCc2ccccc2)n1,-2.7%
CCCn1nnnc1NC(=O)c1cc(Br)ccc1OC,-7.0%
CCc1ccc(NC(=O)Nc2ccncc2)cc1,0.8%
CCN1CCN(C(=S)Nc2ccc(C(C)=O)cc2)CC1,-7.4%
CCn1nnnc1SCC(=O)N1c2ccccc2Sc2ccccc21,4.0%
O=C(NCc1cccnc1)NC1CC(=O)N(c2ccc3c(c2)OCCO3)C1 (configuration not stated),-7.6%
Oc1ccccc1/C=N/NC(=S)NC1CC2CCC1C2 (configuration not stated),-2.7%[57.5 µM]
Cc1ccc(NC(=O)C2CC(=O)Nc3nncn32)cc1 (configuration not stated),12.3%
O=C(CSc1nnc2ccccn12)Nc1ccc(S(=O)(=O)N2CCOCC2)cc1,1.5%
O=C(Oc1ccc[nH]c1=O)c1cccc(Cl)c1,-2.5%[57.5 µM]

# Two of the compounds above, with each value named:
SMILES: CCc1ccc(NC(=O)Nc2ccncc2)cc1
  ERK EGF block = 0.8%
SMILES: Cc1ccc(NC(=O)C2CC(=O)Nc3nncn32)cc1 (configuration not stated)
  ERK EGF block = 12.3%

# Carrying on:
SMILES,ERK EGF block
COc1ccccc1CN=C1NC(=O)C(CC(=O)Nc2ccc(C(C)=O)cc2)S1 (configuration not stated),9.6%[57.5 µM]
CC(C)NC(=O)c1nn2c(C(F)(F)F)cc(-c3ccco3)nc2c1Cl,2.7%
CC(C)c1csc(CN2CCC(CO)(Cc3cccc(F)c3)CC2)n1,-11.2%
CCC(=O)OC1(C)C(=O)C=C2C=C(CCCC(=O)OC)OC=C2C1=O (configuration not stated),-9.2%
Cc1cc2nnc(SC(C)C)n2c2ccccc12,-0.9%
CCn1ncc(Br)c1C(=O)Nc1cc(C)cc(C)c1,1.6%
Cc1ccc(C)c(OCCCC(=O)N2CCOCC2)c1,-7.1%
COc1cc(N/N=C/c2ccc(N(C)C)cc2)ncn1,-2.1%
COc1cc(NC(=S)NC(C)(C)C)c(OC)cc1Cl,-16.0%
CCc1ccccc1OCC(=O)OCC(=O)N1CC(=O)Nc2ccccc21,0.7%
N#Cc1ccccc1N=Cc1ccc(Br)cc1,-15.5%
Nc1nnc(-c2ccc(Cl)cc2)o1,-4.4%[57.5 µM]
COC(=O)Cc1[nH]n(-c2nc3ccccc3s2)c(=O)c1C(C)=Nc1ccc(Cl)cc1,10.6%[57.5 µM]
CCCCNC(=S)N/N=C/C1=CCC2CC1C2(C)C (configuration not stated),10.7%
CN(C)/C=N/c1ncc(C(=O)OC(C)(C)C)s1,1.3%
O=C(CSc1nnc2ccccn12)NNC(=O)c1ccc(Cl)cc1,1.5%
Cc1ccc(NC(=O)CC(NCC2CCCO2)C(=O)O)cc1C (configuration not stated),3.9%
CCN(CCCc1ccccc1)CCCc1ccccc1,0.5%
C=CCOc1ccc(Br)cc1/C=C1/SC(=Nc2ccc(C(=O)O)cc2)NC1=O,-2.6%
O=C(COC(=O)/C=C/c1ccccc1[N+](=O)[O-])NCC(F)(F)F,-3.5%
Cc1ccc[n+](C(C)C(=O)c2ccc(-c3ccccc3)cc2)c1 (configuration not stated),-5.4%
CCN(C(=O)CSc1nnc(-c2ccncc2)n1Cc1ccccc1)C1CCS(=O)(=O)C1 (configuration not stated),-3.8%
CCN(C(=O)COC(=O)/C=C/c1cnc2ccccc2n1)c1ccccc1,-3.6%
Cc1c(Cl)cccc1NC(=O)NCc1ccncc1,5.2%
CC(=O)N1N=C(c2cccs2)CC1c1cccs1 (configuration not stated),1.7%
CC1CCN(CCCNC(=O)c2ccc3c(Cl)c4c(nc3c2)CCCC4)CC1,2.5%[57.5 µM]
COC(OC)c1ccnc(-c2ccc(OC(=O)c3cccs3)cc2)n1,-2.4%
O=C(c1ccc(S(=O)(=O)c2ccccc2Cl)c([N+](=O)[O-])c1)N1CCCCCC1,1.1%
COc1ccc(OCc2cc(C(=O)O)c(C)o2)cc1,7.1%[57.5 µM]
CN(Cc1cnccn1)Cc1nc(Cc2ccccc2Cl)no1,-16.4%
Cc1cc2cc(CCNC(=O)c3ccc(C)c([N+](=O)[O-])c3)c(=O)[nH]c2cc1C,4.6%
CCOC(=O)C1(CCc2ccccc2)CCN(C(=O)c2cccc(C)n2)CC1,-16.5%[57.5 µM]
O=C(O)C1=NOC(CNC(=O)c2ccccc2Cl)C1 (configuration not stated),-0.1%
O=S(=O)(Nc1ncccn1)c1ccc(NC(=S)Nc2ccccc2Cl)cc1,2.4%[57.5 µM]

# Some of the compounds tested, so the mix of outcomes need not match the whole.
